STK33 inh: human STK33 kinase inhibition. hit rate 0.073% among 320,000. AID 2661. inhibition, % at 10 µM. purified STK33, MBP phosphorylation, ADP-Glo luminescence. Q9BYT3;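 active means inhibition at or above 25%, using the most active replicate where run in duplicate; inactive means inhibition below 25%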
Target sequence (Q9BYT3 whole entry, looked up): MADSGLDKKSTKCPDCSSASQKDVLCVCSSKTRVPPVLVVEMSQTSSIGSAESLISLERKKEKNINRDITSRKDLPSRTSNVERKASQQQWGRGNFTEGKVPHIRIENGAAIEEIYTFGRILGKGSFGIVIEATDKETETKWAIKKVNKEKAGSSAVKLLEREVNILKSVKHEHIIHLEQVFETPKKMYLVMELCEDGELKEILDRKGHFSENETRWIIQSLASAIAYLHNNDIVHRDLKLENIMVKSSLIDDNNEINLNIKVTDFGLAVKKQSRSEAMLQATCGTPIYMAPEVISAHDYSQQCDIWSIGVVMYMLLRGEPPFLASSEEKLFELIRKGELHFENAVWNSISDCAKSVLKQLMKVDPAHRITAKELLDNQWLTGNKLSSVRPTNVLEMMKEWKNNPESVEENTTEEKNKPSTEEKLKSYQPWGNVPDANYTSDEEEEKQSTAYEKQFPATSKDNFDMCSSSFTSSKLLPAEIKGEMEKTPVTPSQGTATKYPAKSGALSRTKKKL
Numbers without * were called inactive. Some of the compounds tested. The share of hits here may be higher or lower than overall.

| SMILES | STK33 inh |
| --- | --- |
| CCOC(=O)N1CCN(Cc2ccccc2Cl)CC1 | -1.8 |
| O=C(C[C@@H]1C/C=C\CCCC(=O)OC[C@@H]2CCCN2C1=O)NCCO | -0.4 |
| Cc1ccc(NC(=O)COC(=O)COc2ccc3ccc(=O)oc3c2)cc1[N+](=O)[O-] | -0.3 |
| CSCc1c(C(=O)N2CCCc3ccccc32)oc2ccccc12 | -7.8 |
| CN(Cc1nc2ccccc2c(=O)[nH]1)C(=O)c1cc2c(s1)CCCCC2 | -0.4 |
| O=C(CCc1ccccc1)NCCCNC(=O)CCc1ccccc1 | 3.1 |
| COc1ccc(CNC(=O)COC(=O)c2ccc(S(=O)(=O)N3CCCCC3)cc2)cc1 | -0.3 |
| CCOC(=O)c1ccc(-c2ccc3oc(-c4ccsc4)cc(=O)c3c2)cc1F | -1.0 |
| COc1ccc([C@H]2CC(=O)C=C(c3ccc4ncccc4c3)C2)cc1OC | 0.0 |
| O=C(OCC(=O)N1CCCC1=O)c1cc2ccccc2o1 | -2.3 |
| CC[C@]12C(=O)N(C)C[C@H]([C@@H]3C(=O)N(C)C(=O)[C@@H]31)N2C(=O)c1ccc(C(F)(F)F)cc1 | -1.3 |
| COc1cc([C@@H]2OC[C@@H]3[C@H]2CO[C@@H]3c2ccc3c(c2)OCO3)ccc1O | 0.3 |
| Cc1ccc(Cl)c(NC(=O)COC(=O)c2nn(C)c(=O)c3ccccc23)c1Cl | 1.4 |
| Cc1c(Cl)cccc1NC(=O)COC(=O)C12CC3CC(CC(O)(C3)C1)C2 | -0.6 |
| O=C(CN1C(=O)c2cccc([N+](=O)[O-])c2C1=O)N1CCN(S(=O)(=O)c2ccccc2)CC1 | -0.7 |

Carrying on.
| SMILES | STK33 inh |
| --- | --- |
| CN(C)C(=O)N=NC(=O)N(C)C | -2.1 |
| CC(=O)N1c2ccc(Cl)cc2C2C=CCC2C1c1cccc2ccccc12 (configuration not stated) | 0.1 |
| Nc1ncnc2c1ncn2[C@@H]1O[C@H](CNCc2ccccc2OCC(=O)N2CCCCC2)[C@@H](O)[C@H]1O | -0.4 |
| COC(=O)C1CCN(C(=O)COc2ccc(S(=O)(=O)N3CCOCC3)cc2Cl)CC1 | -0.5 |
| COc1ccc(CNc2nc(NCc3ccc(OC)cc3)c3ncn(C4CCCC4)c3n2)cc1 | 0.0 |
| Cc1cc(C(=O)NN=Cc2ccc(OC(=O)c3ccco3)cc2)c(C)o1 | -0.6 |
| Cc1cc(-n2c(C)cc(C(=O)CSc3[nH]c(=O)cc(C(F)(F)F)c3C#N)c2C)no1 | -0.3 |
| C[C@@H]1CN([C@@H](C)CO)C(=O)c2cccc(NS(C)(=O)=O)c2O[C@H]1CN(C)CC1CCCCC1 | -0.8 |
| CC(C)(C)OC(=O)C[C@H]1C/C=C\C[C@@H](CC(=O)N(CCO)Cc2ccccc2)C(=O)N[C@@H](Cc2ccccc2)COC1=O | 0.5 |
| Nc1nccnc1C(=O)OCC(=O)NCCc1ccc(Cl)cc1 | 0.8 |
| COC(=O)c1ccc(CNC(=O)c2ccc3c(c2)NC(=O)CS3)cc1 | -1.4 |
| Cc1ccc(S(=O)(=O)NN=Cc2ccc(N3CCOCC3)cc2)cc1[N+](=O)[O-] | -0.3 |
| COc1ccc(-n2nnnc2SCC(=O)N2CCCC2=O)cc1 | -0.5 |
| CC(C)NC(=O)Nc1cccc2c1O[C@H](CN(C)C(=O)Nc1ccccc1)[C@@H](C)CN([C@H](C)CO)C2=O | 0.0 |
| Cc1cccc(N=Cc2[nH]c3ccc(Br)c(Cl)c3c2O)c1 | 0.7 |

Remaining list, next part
| SMILES | STK33 inh |
| --- | --- |
| COc1cccc(C(=O)OCC(=O)NCCC2=CCCCC2)c1 | -1.0 |
| Cc1c(C#N)c2ncnc(N)c2n1-c1ccccc1 | 0.6 |
| COc1ccccc1COC(=O)c1ccc(S(=O)(=O)N2CCOCC2)cc1 | -0.3 |
| O=C(CN1C(=O)NC2(CCc3ccccc32)C1=O)Nc1ccccc1Cl (configuration not stated) | 0.3 |
| CC(=O)c1c(C)[nH]c(C(=O)COc2ccc3c(C)cc(=O)oc3c2)c1C | 1.0 |
| COc1cccc(-c2cc3onc(-c4ccccc4)c3c(=O)n2C)c1 | -0.1 |
| CC1CN(C(=O)COC(=O)c2ccc3ncsc3c2)CC(C)O1 (configuration not stated) | 1.0 |
| CCC(CO)Oc1cc(NCc2ccc(C(F)(F)F)cc2)c2ncn(C(C)C)c2c1 (configuration not stated) | 0.4 |
| N#Cc1ccccc1COC(=O)CCC(=O)c1cccs1 | -0.5 |
| CCCCOC(=O)COc1ccc(Cl)cc1Cl | -1.5 |
| C[C@H](CO)N1C[C@H](C)[C@H](CN(C)S(=O)(=O)c2cccs2)Oc2ccc(NC(=O)Nc3ccc4c(c3)OCO4)cc2CC1=O | -1.3 |
| COc1cc(C(=O)OCC(=O)NC2CCCCC2)cc2c1OCCO2 | 0.0 |
| Cc1ccc(S(=O)(=O)NC23CC4CC(CC(C4)C2)C3)cc1 | -1.8 |
| Cc1ccc(NC(=S)Nc2ccc3nc(-c4ccccn4)c(-c4ccccn4)nc3c2)cc1C | -0.3 |
| C=CCOc1ccc(/C=C/C(=O)OCC(=O)N2CCC(c3ccccc3)=N2)cc1 | 0.1 |

Further entries follow:
| SMILES | STK33 inh |
| --- | --- |
| COc1ccc(CN(C)C(=O)CNC(=O)c2cccs2)c(OC)c1 | 1.6 |
| Cc1nnc(NC(=O)C2CC(=O)N(c3ccc4c(c3)OCCO4)C2)s1 (configuration not stated) | -1.1 |
| CSc1nc(N)nc2c1ncn2CC(=O)NCc1ccccc1 | -1.5 |
| CC1CCCCN1CC(=O)Nc1ccc2c(c1)OCO2 (configuration not stated) | -0.6 |
| CC1CCCC(NC(=O)CN2C(=O)NC(Cc3c[nH]c4ccccc34)C2=O)C1C (configuration not stated) | -0.8 |
| N#CCCN(C(=O)COC(=O)c1ccc(S(=O)(=O)N2CCOCC2)cc1)c1ccccc1 | -2.8 |
| CCN(C(=O)CSc1ncnc2sccc12)c1c(N)n(Cc2ccccc2)c(=O)[nH]c1=O | 0.1 |
| CN(C)C1=NCCN1CCCC1CCCC1 | 1.0 |
| CCOc1cccc(NC(=O)c2ccc(S(=O)(=O)N(C)C)cc2)c1 | 0.2 |
| COc1cc(CC(=O)OCC(=O)NC(C)c2ccccc2)cc(OC)c1OC (configuration not stated) | 0.2 |
| Cc1ccc(NC(=O)C2CCCCC2)cc1C | -0.6 |
| COCCN(Cc1nnc(-c2cccs2)o1)C(=O)c1cccc(S(=O)(=O)N2CCOCC2)c1 | -0.4 |
| CC(C)CC(=O)Nc1ccc(-c2cn3ccsc3n2)cc1 | -1.2 |
| CCN(CC(=O)Nc1ccccc1OC)C(=O)c1ccccc1Sc1ccccc1C#N | 0.3 |
| C=CCn1c(=S)[nH]c2scc(-c3ccco3)c2c1=O | -2.1 |

Carrying on:
| SMILES | STK33 inh |
| --- | --- |
| Cc1ccc(OC(C)C(=O)N(C)c2ccccc2)c([N+](=O)[O-])n1 (configuration not stated) | -1.2 |
| COC(=O)COc1cccc2c(=O)n(CC(=O)NCCc3ccccc3)ccc12 | -0.8 |
| CCSc1nnc(NC(=O)CCN2C(=O)C3CCCCC3C2=O)s1 (configuration not stated) | -1.2 |
| COc1ccc2nc(C)cc(N3CCN(S(=O)(=O)c4ccccc4F)CC3)c2c1 | 0.5 |
| O=C(CCc1nc(-c2ccc(F)cc2)no1)Nc1cccc(C(=O)NC2CC2)c1 | -0.3 |
| CCN(CC)S(=O)(=O)c1ccc(/C=C/C(=O)OCC(=O)NCc2cccs2)cc1 | 0.2 |
| Cc1cccc(NC(=O)COC(=O)CSc2ccccc2)c1C | -0.9 |
| O=C(COC(=O)CCN1C(=O)c2ccccc2C1=O)Nc1ccccc1[N+](=O)[O-] | -1.1 |
| COc1ccc(NC(=O)CN2CCN(CC(=O)Nc3ccc4c(c3)OCO4)CC2)cc1 | -0.2 |
| CC(C)(Oc1ccc(Cl)cc1)C(=O)Nc1cccc(S(=O)(=O)NC2=NCCC2)c1 | -0.7 |
| C[C@H](NC(=O)c1ccccc1)C(=O)OCC(=O)c1c[nH]c2ccccc12 | -2.3 |
| C[C@@H]1COC(=O)[C@@H](Cc2ccc(F)cc2)C/C=C\C[C@@H](CC(=O)N(CCO)Cc2ccccc2)C(=O)N1 | -0.9 |
| Cc1ccc(NC(=O)c2ccccc2)cc1C | 0.9 |
| Cc1c(Cl)cnc(NC(=O)CSc2n[nH]c(N)n2)c1Cl | 0.8 |
| CCCc1cc(=O)[nH]c(SCC(=O)c2cc(C)n(CC3CCCO3)c2C)n1 (configuration not stated) | 0.2 |

A second format for some results above.
> Cc1cccc(NC(=O)COC(=O)CSc2ccccc2)c1C
  STK33 inh: -0.9

> O=C(COC(=O)CCN1C(=O)c2ccccc2C1=O)Nc1ccccc1[N+](=O)[O-]
  STK33 inh: -1.1

> COc1ccc(NC(=O)CN2CCN(CC(=O)Nc3ccc4c(c3)OCO4)CC2)cc1
  STK33 inh: -0.2

> CC(C)(Oc1ccc(Cl)cc1)C(=O)Nc1cccc(S(=O)(=O)NC2=NCCC2)c1
  STK33 inh: -0.7

Additional entries follow:
| SMILES | STK33 inh |
| --- | --- |
| CSCCC(NC(=O)COc1ccccc1)C(=O)N1CCCCCC1 (configuration not stated) | 0.7 |
| CC(=O)N(C)Cc1ccc(C(=O)CSc2nnc(C3CC3)n2C2CC2)cc1 | 1.6 |
| NC(=O)c1ccc(NC(=O)CSC(=O)c2ccccc2)cc1 | -0.6 |
| O=C(CSc1nc2ccccc2c(=O)n1-c1ccccc1Cl)NC1CCS(=O)(=O)C1 (configuration not stated) | -0.7 |
| NS(=O)(=O)c1ccc(NC(=O)CSc2nnc(COc3ccccc3Cl)n2C2CC2)cc1 | 0.4 |
| C[C@H](CO)N1C[C@H](C)[C@@H](CN(C)CC2CCCCC2)Oc2ccc(NC(=O)Cn3cnnn3)cc2C1=O | -0.2 |
| C[C@H](CO)N1C[C@H](C)[C@@H](CN(C)S(=O)(=O)c2ccccc2)Oc2c(NS(=O)(=O)c3ccc(F)cc3)cccc2C1=O | 0.2 |
| O=C1OC(Nc2ccc(Br)cn2)c2ccccc21 (configuration not stated) | 0.5 |
| CC1CCCCC12NC(=O)N(CC(=O)OCC(=O)NC(=O)c1ccccc1)C2=O (configuration not stated) | -1.2 |
| COc1cccc(NC(=O)CN(C)C(=O)CSCC(=O)Nc2ccc(C)cc2)c1 | -0.2 |
| Cc1ccc2c(c1)C(=O)N1[C@H]3c4cc(Br)ccc4OC[C@@H]3[C@H](c3ccccc3)[C@]1(C)C(=O)N2 | -0.3 |
| CCCN(C(=O)c1cccc(S(=O)(=O)N2CCCc3ccccc32)c1)C1CCS(=O)(=O)C1 (configuration not stated) | -0.6 |
| Cc1cc(C(=O)CSc2nc(N)cc(N)n2)c(C)n1CC1CCCO1 (configuration not stated) | -1.2 |
| COc1cc(NC(=O)CN2CCN(c3ccccc3F)CC2)cc(OC)c1 | -0.9 |
| CCCCn1c(N)c(N(CC(C)C)C(=O)C2=COCCO2)c(=O)[nH]c1=O | -0.3 |

(further entries)
| SMILES | STK33 inh |
| --- | --- |
| COc1cc(OC)cc(C(=O)NNC(=O)CN2C(=O)NC3(CCCC3)C2=O)c1 | 0.8 |
| COc1ccc(Cl)cc1C(=O)NNC(=O)c1n[nH]c2ccccc12 | -0.8 |
| CSc1ncccc1C(=O)OCC(=O)NC12CC3CC(CC(C3)C1)C2 | -0.5 |
| CC1CCCC(NC(=O)CSc2nncs2)C1C (configuration not stated) | -0.9 |
| CN(C)S(=O)(=O)c1ccc(Cl)c(NC(=O)CN2C(=O)NC3(CCc4ccccc43)C2=O)c1 (configuration not stated) | 1.9 |
| O=C1CN(C(=O)COC(=O)COc2ccccc2)c2ccccc2N1 | -0.1 |
| C[C@H](CO)N1C[C@H](C)[C@@H](CN(C)S(=O)(=O)c2ccccc2)Oc2c(NS(=O)(=O)c3cccs3)cccc2C1=O | 0.0 |
| CN(CC(=O)Nc1ccc(F)c(F)c1F)C(=O)/C=C/c1ccco1 | -1.6 |
| Cc1cc(NC(=O)CN2C(=O)NC(CC(C)C)C2=O)no1 (configuration not stated) | 0.6 |
| Cc1cscn1 | -1.6 |
| CN(c1ccccc1)S(=O)(=O)c1cccc(NC(=O)CCNC(=O)c2ccc(Cl)cc2)c1 | -0.6 |
| COCCN(C(=O)CSc1ccc2c(c1)OCCO2)c1c(N)n(CC(C)C)c(=O)[nH]c1=O | -1.6 |
| CCN(C(=O)COn1nnc2ccc(S(=O)(=O)N(C)C)cc21)C1CCS(=O)(=O)C1 (configuration not stated) | -0.8 |
| CCCc1cc(=O)[nH]c(SCC(=O)N2c3ccccc3CC2C)n1 (configuration not stated) | 8.0 |
| COc1ccc(CNC(=O)COC(=O)c2cccn2C)cc1 | -1.8 |

(continued)
| SMILES | STK33 inh |
| --- | --- |
| CN(Cc1nc2ccccc2c(=O)[nH]1)C(=O)c1cccc(S(=O)(=O)N2CCCC2)c1 | 0.4 |
| COc1ccc(C2(c3ccc(OC)cc3)NC(=O)N(CC(=O)NC3CCS(=O)(=O)C3)C2=O)cc1 (configuration not stated) | -0.8 |
| Cc1cc(C)c(C(=O)COC(=O)CN2C(=O)NC3(CCCC3)C2=O)cc1C | -1.1 |
| Cc1ccc(NC(=O)COC(=O)C2CCN(c3ccc(C(F)(F)F)cn3)CC2)cc1 | 0.0 |
| CCCCN1CC(=O)N2[C@H]3c4ccccc4OC[C@@H]3[C@H](C(=O)OCC)[C@]2(C)C1=O | 0.1 |
| COc1ccc([C@H]2CC(=O)C=C(c3cccc4c3sc3ccccc34)C2)cc1OC | -2.9 |
| CCN(CC(=O)Nc1ccccc1C(F)(F)F)C(=O)Cc1ccc2c(c1)CCC2 | 1.2 |
| COc1ccc(S(=O)(=O)N2CCN(C)CC2c2ccccc2)cc1 (configuration not stated) | -1.4 |
| COC(=O)CSC1=C(C#N)C(c2sccc2C)CC(=O)N1 (configuration not stated) | -0.4 |
| COC(=O)[C@]1(C)N[C@H](CN(C)C(=O)Nc2ccc(Cl)cc2)[C@@H]2C(=O)N(Cc3ccccc3)C(=O)[C@@H]21 | -0.7 |
| O=C(COc1cccc(Br)c1)Nc1ccc(N2CCOCC2)cc1N1CCOCC1 | 1.1 |
| CCCCNC(=O)[C@]1(C)CCC[C@@]2(C)C3CC[C@@]4(C)C[C@]3(CCC21)CC4=O (some centres not stated) | -3.9 |
| CCC1(c2ccccc2)NC(=O)N(CC(=O)Nc2cccnc2Cl)C1=O (configuration not stated) | -1.4 |
